WT yeast gro inh: growth inhibition of WT strain, primary screen, mitochondrial fusion inhibitor project, WT and mutant strains, chemical genetic. actives 2.1% (n = 190,000). AID 1362, 2008. mitochondrial fusion phenotypic screen. inhibition, % at 10 µM; in the data active = inhibition above about 58%; tested in S. cerevisiae
Yfh1-depleted yeast: enhancers of respiration in Yfh1-depleted yeast, dose response, Friedreich's ataxia, plus single-dose screen (AID 1465); S. cerevisiae Yfh1-off respiration, WST-1 reduction, 72 h; higher fold induction means a stronger effect; one-dose fold induction at 50 µM; EC50 in µM for titrated hits; actives 0.074% (n = 220,000);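 active = fold induction of absorbance versus untreated yeast above a set limit, then at least 30% activation at any dose in follow-up; inconclusive = repeats straddling the limit, or above it without dose testing; inactive = fold induction below the set limit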;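 also: activators that raise dye reduction in frataxin-depleted yeast; strong numbers were not always called active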
Dynein transport: inhibitors of GR-EGFP nuclear translocation, primary screen, dynein cargo transport inhibitor project, imaging, high-content, 3617.4 mouse cells. z-score, hits read low. AID 1381, 2008. actives 0.47% (n = 220,000). test concentration mostly 20 µM; stimulated with dexamethasone, 1 µM; hits give low values;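 active = plate z-score of nuclear minus cytoplasmic receptor signal below a set negative limit, without overly bright fluorescence or cell loss, cut at about -3.5 in these data, passing the limit was not always enough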;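 also: z-score of nuclear minus cytoplasmic ring GR-EGFP intensity difference per well; some compounds called inactive have numbers as strong as hits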
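Buffer or medium: tet-free, stripped-serum medium; reagent: dexamethasone at 1.0 µM final, 30 min; incubation: 48 h induction, 1 h compound, 30 min dex at 37 °C; measured by: formaldehyde fixation, Hoechst nuclear stain, 10x automated fluorescence imaging; read-out: nuclear-to-cytoplasmic GR-EGFP distribution per well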
MT stabilize HCS: microtubule stabilizers in HeLa cells, primary screen, imaging, high-content imaging | AID 2205, 2009 | HeLa tubulin immunostaining HCS, 24 h; share of cells brighter than vehicle mean+2SD | actives 0.83% (n = 200,000) | % tubulin-high responders, % at 10 µM;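 active = plate Z-score above 3 for both tubulin-high and condensed-nucleus cell shares, with cell loss under 80%, at 10 µM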;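 also: anti alpha tubulin signal scored within the nucleus-defined area of each cell; some results filed as inactive read as strong as hits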
NOD2 inhibition: NOD2 signaling inhibitors, cell-based, luminescence, uHTS, HEK293 (AID 1566); one-dose inhibition, % at 4 µM; EC50 in µM for titrated hits; actives 0.63% (n = 290,000); HEK293 NOD2/NF-kB luciferase reporter, luminescence; higher % means a stronger effect; in the data active = inhibition above about 50%; also: many of its hits are not listed in these tables
Hep lipid drop: inhibitors of hepatocyte lipid droplet formation, primary screen, imaging, high-throughput imaging, BODIPY stain. actives 0.4% (n = 240,000). AML12 mouse hepatocytes, oleate lipid droplets. inhibition, % at 6.5 µM;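 active = lipid droplet intensity inhibited by at least 50%, with more than 500 cells counted; inconclusive = wells with under 300 cells, treated as cytotoxic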
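System: AML12 hepatocytes (mouse). Probe or stimulus: oleic acid at 100 µM to induce lipid droplet formation. Times: overnight treatment with compound plus oleate. Detection: Image-based BODIPY and DAPI two-channel analysis. Evaluation: percent inhibition of filter-corrected integrated lipid droplet intensity per well.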
Insulin prom up: insulin promoter activators in MIN6 cells, imaging, high-content screening, mouse beta cells | z-score at 5 µM | actives 0.3% (n = 190,000) | MIN6 insulin promoter-GFP reporter; hits give high values;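 active = z-score above 3 at 5 µM with at least 500 cells counted in the well; inconclusive = wells under 500 cells, flagged as cytotoxic or low count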
b-catenin transl: modulators of beta-catenin nuclear translocation, primary screen, imaging, HeLa cells, immunofluorescence, high-content | actives 0.3% (n = 190,000) | nuclear translocation activity, % at 5 µM | AID 1665, 2009;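 active = nuclear translocation activity above 50% at 5 µM, with a well cell count of 50 or more; inconclusive = wells under 50 cells across six images, flagged as toxic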;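 also: per-cell ratio of nuclear to cytoplasmic median beta-catenin stain intensity; plate controls were DMSO negative control for no effect and GSK-3 inhibitor IX positive control for full effect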
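Test system: human HeLa cells, endogenous beta-catenin. Times: 24 h compound exposure, 37°C. Measured by: beta-catenin immunofluorescence imaging with DAPI.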
Autophagy HCS: autophagy modulators in MEF cells, primary screen, imaging, high-content, MEF GFP-LC3; MEF GFP-LC3 puncta imaging; test concentration mostly 10 µM; calls only at 10 µM (by protocol); actives 0.98% (n = 190,000); AID 463193, 2010;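 active = percentage of spot-positive cells more than 3 SD above its plate mean, without a fluorescence outlier flag or 80% toxicity; inconclusive = no clear call, values can overlap the other calls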;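 also: spot-positive cell cutoff set from DMSO-treated cells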
WT yeast gro inh mutant strain: also measured in WT yeast gro inh; calls as there; inhibition, %; mitochondrial fusion phenotypic screen, mutant strain inhibition
Dynein transport cytoplasmic EGFP: further read-out of Dynein transport, marked with its call; z-score; measured here: cytoplasmic GR-EGFP intensity; hits give high values
Dynein transport nuclear GR-EGFP: further read-out of Dynein transport, marked with its call; z-score; measured here: nuclear GR-EGFP intensity;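 lower value marks the stronger effect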
Dynein transport cell count: also measured in Dynein transport; calls as there; z-score; measured here: cell count per field
Insulin prom up cell count: recorded beside Insulin prom up, whose call it bears; cell count; measured here: cytotoxicity, nuclei count;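 total cells summed across four imaged fields per well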
Hep lipid drop cells 6.5 µM: second read-out of Hep lipid drop, no call of its own (marks repeat the call); cell count; measured here: cell count, cytotoxicity flag;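 cells counted across two imaged fields per well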
b-catenin transl cell count 5 µM: recorded beside b-catenin transl, whose call it bears; cell count; measured here: cell count, cytotoxicity flag
MT stabilize HCS Hoechst-high %: also measured in MT stabilize HCS; calls as there; % Hoechst-high responders; measured here: nuclear condensation Hoechst responders;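 share of cells brighter than vehicle mean plus two SD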
MT stabilize HCS cytotoxicity %: also measured in MT stabilize HCS; calls as there; toxicity, %; measured here: cytotoxicity by cell density;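 0% = mean cell density of plate MIN control wells and 100% = no cells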
Autophagy HCS cell loss 18 h: also measured in Autophagy HCS; calls as there; toxicity, %; measured here: cell loss, nuclei count;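 cell loss after 18 h compound exposure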
Numbers without * were called inactive; i = inactive; ? = inconclusive; · = no result given.

SMILES,WT yeast gro inh,WT yeast gro inh mutant strain,Yfh1-depleted yeast,Dynein transport,Dynein transport cytoplasmic EGFP,Dynein transport nuclear GR-EGFP,Dynein transport cell count,MT stabilize HCS,MT stabilize HCS Hoechst-high %,MT stabilize HCS cytotoxicity %,NOD2 inhibition,Hep lipid drop,Hep lipid drop cells 6.5 µM,Insulin prom up,Insulin prom up cell count,b-catenin transl,b-catenin transl cell count 5 µM,Autophagy HCS,Autophagy HCS cell loss 18 h
Cc1ccnc(NS(=O)(=O)c2ccc(NC(=O)C3COc4ccccc4O3)cc2)n1 (stereo not drawn),7,0,i,2.2,-0.19,0.65,-0.87,1.8,1.4,11,21%,-15,674,-0.22,1273,0.7,990,i,-3
O=C(CSc1ccc2nnc(CCNC(=O)c3ccccc3)n2n1)Nc1ccccc1F,-18,2,i,-0.55,-0.31,0.22,1.2,4.2,3.0,7.2,6%,-7,721,1.3,1221,1.4,1015,i,-2
Cc1nc(C(=O)NC2CCOCC2)sc1C1(C)CC(c2cccc([N+](=O)[O-])c2)=NO1 (stereo not drawn),·,·,i,-0.43,-0.79,-0.049,-0.041,·,·,·,7%,23,676,-0.98,1027,-0.9,1322,·,·
O=C(c1cccc(N2C(=O)C3C4C=CC(C4)C3C2=O)c1)N1CCCCCC1 (stereo not drawn),-5,-4,i,-0.37,-0.063,-0.25,-0.18,1.2,1.1,10,5%,6,715,·,·,-16,1235,i,44
C/C=N/NC(=O)c1cc(Br)ccc1O,18,12,i,-0.35,-0.28,-0.28,0.84,5.6,3.3,5.6,14%,4,675,0.55,1401,1.7,1020,i,6
O=C(Cc1cccc2ccccc12)Nc1ccc2oc(-c3ccccc3)nc2c1,-13,-14,i,1.7,-0.098,0.74,-1.4,3.5,2.2,6.5,-43%,12,803,0.3,850,·,·,i,12
Cc1ccc(NC(=O)CSc2ncc(S(=O)(=O)c3ccccc3)c(=O)[nH]2)cc1C,9,4,i,-0.9,-0.29,-0.65,1.2,6.6,3.3,9.1,11%,16,614,1.2,1510,0.2,1081,i,38
COC(=O)Cc1c[nH]c2cccc(OCC(O)CN(Cc3ccccc3)C(C)C)c12 (stereo not drawn),-3,-10,i,-0.079,-0.076,-0.27,-0.92,5.6,2.2,6.2,-1%,-4,660,·,·,0.3,1064,i,7
O=[N+]([O-])c1cccc(C(=S)N2CCN(c3ccc(F)cc3)CC2)c1,30,30,i,0.4,-0.29,0.85,-0.45,6.9,2.2,5.4,-11%,0,691,0.04,1784,-3.8,1074,i,30
CCCCOC(=O)/C=C/c1c(C)[nH]c(=O)[nH]c1=O,9,17,i,1,-0.19,0.63,-2.2,4.7,4.1,3.3,16%,12,664,-0.4,1301,-0.9,511,i,1
COc1ccc(Cl)cc1S(=O)(=O)n1cnc2ccccc21,10,-13,i,-0.09,-0.11,0.19,-0.93,26*,12*,39*,-87%,-15,642,1.8,1075,1.7,1036,i,-6
O=S(=O)(c1ccc(F)cc1)n1ccc(-c2cnc(-c3ccccc3)s2)n1,14,18,i,-0.28,-0.22,-0.59,0.52,1.7,1.2,5.6,-11%,·,·,·,·,·,·,i,-3
Cc1ccc(Nc2nc3nonc3nc2N(C)C)cc1,-1,-6,i,1.9,-0.19,1.6,-1.8,3.5,1.7,3.8,-18%,·,·,-0.29,1699,-0.9,1433,i,-18
O=C(OCn1nnc2ccccc2c1=O)c1ccc(Br)o1,-4,-9,i,1.8,-0.22,1.2,-0.9,4.5,1.9,5.2,21%,7,644,0.22,1214,0.2,1212,i,2
CN1C2CCC1CC(NC(=O)CSCc1ccc(Cl)cc1Cl)C2 (stereo not drawn),·,·,i,-0.32,-0.24,-0.27,0.51,·,·,·,12%,1,781,·,·,1.3,1269,·,·
CC(C)(C)NC(=O)COC(=O)c1ccc(Cl)cc1O,-6,-14,i,0.22,-0.18,-0.28,0.36,1.6,1.4,4.0,6%,14,700,-0.12,1629,-2.5,1102,i,2
CCCc1nc(-c2cc3ccccc3[nH]c2=O)no1,·,·,i,0.35,-0.3,0.063,0.62,·,·,·,0%,-10,709,0,1007,0.7,1278,·,·
COc1ccc(Nc2oc(COc3ccc(Cl)cc3)nc2C#N)cc1,-15,-3,i,1.4,-0.16,0.88,-1.7,3.2,2.1,7.1,38%,13,755,-0.43,1285,·,·,i,3
NS(=O)(=O)c1ccc(NC(=O)CN2C(=O)CCC2=O)cc1,·,·,i,-0.43,-0.11,0.41,-0.14,·,·,·,17%,-8,710,1,995,-1.2,1297,·,·
O=C(N/N=C/C(Br)=C/c1ccccc1)c1cnccn1,·,·,i,-0.46,-0.22,-0.2,0.24,·,·,·,12%,-12,654,-0.07,1455,-4.3,1204,·,·
CCCCN1CC(C(=O)NCc2ccc(C)cc2)CC1=O (stereo not drawn),0,0,i,-0.8,-0.22,-0.12,0.86,0.9,1.8,6.5,12%,20,790,0.26,883,·,·,i,-3
Cc1ccc(-c2cc(C(=O)NN=C3CCCC3)c3ccccc3n2)cc1,19,15,i,0.059,-0.16,0.5,0.7,1.9,1.9,4.8,17%,·,·,-0.73,1635,-1.2,1385,i,-15
CCCN(CCC)CCCNC(=O)C1c2cc(OC)c(OC)cc2C(=O)N(C)C1c1cccnc1 (stereo not drawn),-17,30,i,0.43,-0.26,0.39,-0.42,1.8,1.8,10,8%,-3,793,0.38,1144,·,·,i,-1
CN1CCN(C(=O)c2ccc(N(Cc3ccccc3Cl)S(C)(=O)=O)cc2)CC1,4,-3,i,-0.19,-0.25,-0.29,0.073,3.5,2.0,6.3,4%,6,705,0.62,1208,·,·,i,-2
Fc1ccc(/C=N/Nc2ncnc3nc[nH]c23)cc1F,16,8,·,1.2,-0.19,1.5,-1.3,6.0,2.7,1.7,11%,13,650,0.25,939,1.2,482,i,12
CCC(C)C(NC(=O)C1CCC(C)CC1)C(=O)NCc1cccnc1 (stereo not drawn),2,2,i,0.86,-0.22,0.49,-0.71,1.6,1.4,4.7,9%,2,703,0.71,1141,4.9,1119,i,-2
COc1cccc(-c2cc3c(=O)n(-c4ccccc4)c(=S)[nH]c3s2)c1,-10,3,?,-0.029,-0.14,-0.14,0.58,0.9,1.2,11,-19%,·,·,-0.86,1517,1.0,1472,i,1
CC(C)(C)c1ccc(/C=C/C(=O)Nc2ccncc2)cc1,7,-14,i,1.6,-0.19,0.33,-1.5,5.1,2.8,11,10%,2,662,-0.51,968,-0.9,518,i,-14
CCOC(=O)C1=C(CS(=O)(=O)c2ccc(C)c(C)c2)NC(=O)NC1c1ccc(O)cc1 (stereo not drawn),-11,-8,i,-0.64,-0.28,-0.32,0.62,3.5,2.0,7.2,21%,3,743,-1.1,1275,0.2,1060,i,24
Cc1ccc(NC(=S)N(Cc2ccco2)C(C)c2cccs2)cc1 (stereo not drawn),76*,52*,i,-0.47,0.014,-0.21,-0.15,1.6,2.6,3.7,-10%,-4,773,-0.86,1178,1.0,1113,i,17
Cc1nc2sccn2c(=O)c1CCN1CCC(=C(c2ccccc2)c2ccc(F)cc2)CC1,33,14,i,-0.86,-0.29,-0.26,1.2,2.8,4.6,4.4,10%,1,744,·,·,-1.2,569,i,19

A portion of the library; count on the stated rates, not on these rows.
